High-throughput results: PubChem BioAssay, National Center for Advancing Translational Sciences (NCATS)
TDP1 block = inhibitors of human tyrosyl-DNA phosphodiesterase TDP1. hit rate 0.28% among 350,000. Potency, µM (top dose mostly 130 µM), for inactives: at the highest dose activity change, negative = inhibition, usual class: inhibitors. AID 485290. recombinant TDP1, AlphaScreen DNA substrate cleavage. Q9NUW8; also: nearly all actives have a fitted effect of over 40% in size
Target sequence (Q9NUW8 whole entry, looked up): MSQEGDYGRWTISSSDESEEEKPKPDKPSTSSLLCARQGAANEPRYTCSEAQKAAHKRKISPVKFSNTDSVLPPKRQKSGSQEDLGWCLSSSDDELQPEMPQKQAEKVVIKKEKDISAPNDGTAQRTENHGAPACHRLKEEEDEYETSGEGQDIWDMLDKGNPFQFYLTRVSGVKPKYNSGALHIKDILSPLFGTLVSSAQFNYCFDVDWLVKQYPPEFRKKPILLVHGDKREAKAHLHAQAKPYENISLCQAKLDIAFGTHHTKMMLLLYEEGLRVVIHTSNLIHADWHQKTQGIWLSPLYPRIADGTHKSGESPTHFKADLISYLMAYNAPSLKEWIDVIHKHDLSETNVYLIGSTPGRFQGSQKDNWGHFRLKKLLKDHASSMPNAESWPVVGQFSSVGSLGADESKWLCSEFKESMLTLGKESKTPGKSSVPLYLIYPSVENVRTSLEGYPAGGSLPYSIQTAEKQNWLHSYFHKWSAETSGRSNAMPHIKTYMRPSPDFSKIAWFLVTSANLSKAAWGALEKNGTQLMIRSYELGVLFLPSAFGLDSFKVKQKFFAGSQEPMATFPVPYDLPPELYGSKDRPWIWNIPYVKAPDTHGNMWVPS
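Compounds were preincubated with Tdp1 (1 nM final) for 15 min at room temperature before substrate (15 nM final) started a 5 min reaction; beads (10 ug/ml final) were then added for 10 min before AlphaScreen detection.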
DT40 TDP1 CPT = DT40-hTDP1 cell growth loss with CPT; hit rate 12% among 420,000; Potency, µM (doses to about 46.2 µM), for inactives: top-dose activity change, negative = growth inhibition, usual class: inhibitors; chicken DT40 Tdp1-/-;hTDP1 cells + 20 nM CPT, ATP luminescence, 48 h; also: nearly all actives have a fitted effect of over 55% in size
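Chicken DT40 Tdp1-/- cells complemented with human TDP1, 400 cells/well, exposed to compounds plus 20 nM camptothecin for at least 48 h at 37 C; viability read as ATP content by CellTiter-Glo luminescence.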
DT40 TDP1 no CPT = qHTS for Inhibitors of human tyrosyl-DNA phosphodiesterase 1 (TDP1): qHTS in cells in absence of CPT. hit rate 15% among 420,000. AID 686978, 2013. DT40 Tdp1-/- hTDP1 cells, no CPT, ATP luminescence, 48 h. Potency, µM (series often up to 46.2 µM), without a hit: at the highest dose activity change, negative = growth inhibition, most hits filed as inhibitors; also: nearly all actives have a fitted effect of over 55% in size
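Growth of hTDP1-complemented DT40 Tdp1-knockout cells is measured by ATP luminescence after at least 48 hr compound exposure at 37 °C, with DMSO substituting for the 20 nM CPT used in the parallel screen.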
An asterisk follows results filed as active; ? = inconclusive; . = no result given; & = joins results of further samples; [ ] = another dose, or the depositor's remark. Calls follow the shape of the dose curve; as a rule, active = well fitted curve in the direction sought with a large enough effect; inconclusive = small, poorly fitted or top-dose-only effect, or another doubt; inactive = no such curve, though single readings can be large; an effect the other way counts as inactive or inconclusive. % is scaled to controls: 0 for no effect and ±100 for the full control effect; potency is read from the fitted curve at half-maximal effect. Compounds as they come (roughly 18% active in at least one column).

| Compound | DT40 TDP1 no CPT | TDP1 block | DT40 TDP1 CPT |
| --- | --- | --- | --- |
| CCN(/C(N)=N/c1nc(C)cc(C)n1)c1ccccc1 | 16.4µM* | . | -30.5% |
| Nc1[nH]c(=S)[nH]c(=O)c1-c1ccccc1 | -4.6% | 1.1% | 0.6% |
| O=C(Nc1ccc(F)c(F)c1)C1CCN(S(=O)(=O)c2cccs2)CC1 | ? | -3.0%[56.1 µM] | ? |
| CCOC(=O)C1CCN(S(=O)(=O)c2ccc(CNC(=O)c3ccccc3)s2)CC1 | 9.8% | . | -14.1% |
| CC(NC(=O)/C(=C/c1ccc2c(c1)OCO2)NC(=O)c1cccc([N+](=O)[O-])c1)C(=O)O (stereo not given) | -3.4% | 7.5% | -1.1% |
| CCOC(=O)CN(c1cc([N+](=O)[O-])ccc1OC)S(C)(=O)=O | -2.1% | 7.4% | 1.2% |
| O=C(C1=C[C@H](C2CC2)C[C@H](OCCCCO)O1)N1CCOCC1 | -3.3% | 3.8% | 6.4% |
| Cc1nc(-c2ccccn2)sc1C(=O)O | -1.4% | 6.3% | -1.9% |
| c1csc(CNc2nc(NCC3CCCCC3)c3sccc3n2)c1 | 9.2µM* | . | 5.8µM* |
| CCOc1ccc(C(=O)Nc2ccc3c(c2)C(=O)NC3=O)cc1 | 5.3% | . | 10.6% |

Results in DT40 TDP1 no CPT, for some of the entries so far:
SMILES	DT40 TDP1 no CPT
Nc1[nH]c(=S)[nH]c(=O)c1-c1ccccc1	-4.6%
O=C(Nc1ccc(F)c(F)c1)C1CCN(S(=O)(=O)c2cccs2)CC1	?
CCOC(=O)C1CCN(S(=O)(=O)c2ccc(CNC(=O)c3ccccc3)s2)CC1	9.8%

(further entries)
| Compound | DT40 TDP1 no CPT | TDP1 block | DT40 TDP1 CPT |
| --- | --- | --- | --- |
| CC(C)(C)c1ccc(C(=O)NCc2nnc(SCC(=O)N3CCCc4ccccc43)n2-c2ccccc2)cc1 | ? | -1.9% | ? |
| CCN(CC)c1ccc2c(Nc3ccccc3)c(C=O)c(=O)oc2c1 | -1.9% | -4.8% | -5.7% |
| COc1cccc(OC)c1C(=O)Nc1ccc(NC(=O)c2ccco2)cc1 | -8.8% | 1.9% | -0.7% |
| O=C(Nc1ccc(S(=O)(=O)Nc2ccc(Cl)cc2)cc1)C1CCCO1 (stereo not given) | 12.6µM* | 0.0% | 15.8µM* |
| Cc1nn(C)c(C)c1N=Cc1c(O)ccc2ccccc12 | -13.2% | 5.1% | ? |
| COc1ccc(S(=O)(=O)NC(=O)C2(C)CCN2C(=O)Cc2cc(C)cc(C)c2)cc1 (stereo not given) | -3.1% | . | 20.0% |
| O=C(CSc1ncnc2c1oc1ccccc12)Nc1nccs1 | 8.0% | . | 6.5% |
| COc1ccc(CNC(=O)COC(=O)c2nc3nc(C)cc(C)n3n2)cc1 | 3.2% | -0.1% | 2.9% |
| CCOC(=O)c1c(Nc2ccc(OC)cc2)nnc(-c2ccccc2)c1-c1ccccc1 | 23.1µM* | . | 23.1µM* |
| COc1ccc(CNC(=O)C(C)OC(=O)c2cccn2C)cc1 (stereo not given) | -14.3% | -1.0% | -20.4% |
| O=C(CSc1nnc(CNC(=O)c2ccccc2F)o1)Nc1cccc(C(F)(F)F)c1 | 12.0% | 0.5% | -23.4% |
| NS(=O)(=O)c1ccc(N2CCN(CCOc3ccc(Cl)cc3)CC2)nc1 | 14.6µM* | 8.3% | ? |
| Cc1cc(OCC(=O)Nc2cccnc2)c2c(C)c(C)c(=O)oc2c1 | 15.8% | -1.2% | 6.0% |
| C(=NOCCc1ccccc1)c1cccnc1 | 5.2% | . | 1.6% |
| CCc1nc2ccccc2c(C(=O)OCc2nnc(-c3ccccc3)o2)c1C | ? | -1.1% | 18.4µM* |
| COc1ccc(OCC(=O)NCC(c2ccc(OC)cc2)N2CCOCC2)cc1 (stereo not given) | ? | 4.7% | -14.8% |
| O=c1[nH]c(-c2ccccc2)nc(CN2CCCCC2)c1O | -55.7% | . | ? |
| COc1cccc(C(=O)N2CCC(C(=O)N3CCN(C)CC3)CC2)c1 | -10.3% | 5.1% | 3.7% |
| COCC(=O)Nc1ccc(S(=O)(=O)Nc2onc(C)c2C)cc1 | 0.2% | . | -2.6% |
| COc1ccccc1CC(=O)Nc1ccc(-c2noc(COc3cccc(C)c3C)n2)cc1 | 13µM* | 3.9% | 18.4µM* |
| O=[N+]([O-])c1ccc2nc(C(O)C(O)c3nc4ccc([N+](=O)[O-])cc4[nH]3)[nH]c2c1 (stereo not given) | -27.5% | . | -17.4% |
| O=C(N/N=C/c1cccc([N+](=O)[O-])c1)C(=O)N1CCCCCC1 | 1.1% | 3.1% | -2.9% |
| CCN1C(=O)[C@H]2[C@@H](c3ccc(C)cc3)N[C@]3(CCCN(Cc4ccco4)C3=O)[C@H]2C1=O | ? | . | -27.4% |
| CCCCCCCCCCCC(=O)N/N=C/c1ccco1 | ? | -5.7% | ? |
| CNc1nc(N)c([N+](=O)[O-])c(NC2CCCCC2)n1 | ? | . | -3.7% |
| CCC(=O)N1CCN(c2ccc(NC(=O)c3cc4ccccc4o3)cc2Cl)CC1 | 13µM* | 2.6% | 9.2µM* |
| COc1ccccc1NC(=O)n1ncc2c(C)cccc21 | -15.7% | 5.7% | -18.2% |
| COCCOC(=O)c1c(C)oc2ccc(NS(=O)(=O)c3ccc(C(=O)O)cc3)cc12 | -26.9% | -11.5% | -2.2% |
| O=C(OCCCN=C1NS(=O)(=O)c2ccccc21)c1ccc([N+](=O)[O-])cc1 | -28.4% | 3.6% | -5.0% |
| COc1cccc(CC(=O)Nc2ccc(S(=O)(=O)N3CCCCC3)cc2)c1 | ? | 1.2% | ? |
| S=C(c1ccco1)N1CCOCC1 | ? | . | ? |
| Cc1onc(-c2ccccc2Cl)c1C(=O)N1CCN(c2nc3ccccc3s2)CC1 | ? | 2.2% | ? |
| CCNC(=S)N1CCCCC1CO (stereo not given) | 7.3% | 3.5% | -3.1% |
| O=C(c1ccc(F)cc1)N1C2CCC1CC(O)(c1ccccc1F)C2 (stereo not given) | -19.2% | 0.0% | -15.4% |
| Cc1ccc(Cl)c(NC(=O)COC(=O)c2cc[n+]([O-])cc2)c1Cl | -2.3% | -0.5% | 0.5% |
| Cc1nc2cc(NC(=O)NCc3ccccc3)ccc2o1 | -13.9% | 3.1% | -25.7% |
| COc1ccc(NC(=O)c2sc3nc(-c4cccnc4)ccc3c2N)cc1 | -19.8% | . | 8.6% |
| O=C(CSc1nnc(SCc2ccccc2)s1)N/N=C/C=C/c1ccccc1[N+](=O)[O-] | 16.4µM* | 2.7% | ? |
| CCOC(=O)N1CCN(C(=O)CCc2nc3sc4c(c3c(=O)[nH]2)CCCC4)CC1 | -28.7% | -5.6% | -26.6% |
| Cc1ccc(N=C2NC(=O)/C(=C/c3cccs3)S2)cc1C | 10.3µM* | 2.7% | 13µM* |
| O=C(CCl)Nc1c2c(nn1-c1ccccc1)CSC2 | 14.6µM* | 1.5% | 20.6µM* |
| Cc1n[nH]c(=O)c2c(NC(=O)COC(=O)c3cc(F)cc(F)c3)oc(C)c12 | -0.1% | 4.1%[0.505 µM] | -21.4% |
| N#Cc1cccc(NC(=O)N2CCC(c3nc4c(nnn4Cc4cccc(Cl)c4)c(=O)[nH]3)CC2)c1 | -3.3% | 8.2% | -0.2% |
| O=Cc1ccc(-c2ccc(C(=O)O)cc2)o1 | 12.9% | . | -13.4% |
| CCOC(=O)C1=C(c2ccccc2)N=C2SCC(=O)N2C1c1ccc(OC)c(OC)c1 (stereo not given) | -16.7% | 3.4% | ? |
| Fc1ccc(OCc2nc(-c3ccncc3)n[nH]2)cc1 | -19.0% | -2.7% | 12.5% |
| CCc1nn2c(=O)cc(COc3ccc(/C=C4\C(=N)N5N=C(C)SC5=NC4=O)cc3)nc2s1 | ? | ? | -17.2% |
| O=P(C(=NCCO)NO)(N1CCOCC1)N1CCOCC1 | 5.2% | . | -15.1% |
| CCCCN(C)CCCNC(=O)Cn1ncc2c3ccccc3n(Cc3ccccc3F)c2c1=O | 13µM* | 0.0% | 13µM* |
| Cc1cc(C)n(-c2ccc(C(=O)NCC3Cc4cc(-c5cnccn5)ccc4O3)cc2)n1 (stereo not given) | -27.3% | . | -10.5%[9.04 µM] |

(cont.)
| Compound | DT40 TDP1 no CPT | TDP1 block | DT40 TDP1 CPT |
| --- | --- | --- | --- |
| O=C(O)CCCN1C(=O)/C(=C/c2ccncc2)SC1=S | ? | 4.2% | ? |
| O=C(NC1CCC(O)CC1)c1cccnc1Sc1ccccc1Cl (stereo not given) | -17.4% | 2.6% | -0.7% |
| Cc1cccc(NC(=O)CCNC(=O)c2ccccc2Cl)n1 | -0.1% | -0.2% | -3.6% |
| Cc1ccccc1SCC(=O)Nc1ccc(N2CCOCC2)cc1 | ? | -1.2% | ? |
| Cc1ccc(Cl)c(OCC(=O)NN2CCN(C)CC2)c1 | ? | 4.3% | ? |
| C=CCNC(=S)N/N=C1\CCS(=O)(=O)c2ccccc21 | -4.0% | . | 0.0% |
| Cc1c(-c2cccc(NC(=O)Cc3ccccc3)c2)nc2ncccn12 | ? | -5.4% | ? |
| Cc1ccc(NC(=O)CCCn2c(=O)[nH]c3ccsc3c2=O)cc1 | -10.1% | 4.8% | -2.9% |
| COc1ccc(S(=O)(=O)N(C)CC(=O)NC2CCCCC2)cc1Cl | -7.8% | 4.7% | -0.6% |
| Cc1cc(=O)n2c(C(=O)Nc3ccc(C)c(C)c3)c(C(=O)Nc3ccccc3)sc2n1 | 16.4µM* | 4.6%&7.4% | ? |
| C/C(Cc1ccccc1)=N\NC(=O)CNC(=O)c1ccccc1 | 14.8% | 5.4% | 6.3% |
| Cc1ccc(C(=O)N2CCOCC2)cc1S(=O)(=O)Nc1cccc(C)c1C | -13.9% | -3.3% | 1.2% |
| N#Cc1ccc(CN2CC3(CCN(C(=O)c4ccco4)CC3)C2)cc1 | -14.5% | . | 11.6% |
| COCCNC(=O)CN(C(=O)c1ccc(N2CCCC2)nc1)c1ccc(F)c(Cl)c1 | -8.6% | . | -18.6% |
| C=CC[C@H](CC(=O)N(CCO)Cc1ccccc1)C(=O)N[C@@H](C)COC(=O)[C@@H](CC=C)Cc1ccc(F)cc1 | ? | 1.0% | 16.4µM* |
| Cc1cc(C(=O)CSc2nnc(C3COc4ccccc4O3)n2C)c(C)n1-c1ccc(F)cc1 (stereo not given) | ? | 13.9% | ? |
| CC(C)(C)C1CCc2c(sc(NC(=O)c3ccco3)c2C(N)=O)C1 (stereo not given) | ? | -3.3% | ? |
| CN(C)S(=O)(=O)c1cc(NC2CC(=O)N(c3ccc(F)cc3)C2=O)ccc1Cl (stereo not given) | 8.7% | 4.7% | 9.4% |
| Cc1[nH]c2ccc(C(=O)N3CCC(C(N)=O)CC3)cc2c1C | 5.1% | 0.2% | 8.4% |
| COc1cc2c3c(c1)-c1c(sn(-c4cc(OC)ccc4OC)c1=S)C(C)(C)N3C(=O)C2=O | -0.4% | 10.5% | -9.8% |
| CC(C)=C1C2CCC1C1C(=O)N(c3ccc4c(c3)OCO4)C(=O)C21 (stereo not given) | -24.8% | -0.6% | -5.0% |
| CCN(c1ccccc1)S(=O)(=O)c1ccc(C(=O)Nc2ncccc2O)cc1 | ? | 2.3% | ? |
| CN(C(=O)c1ccc2c(c1)OCO2)C1CCCCC1 | -0.4% | 0.4% | 3.8% |
| Nc1ccc(C(=O)N/N=C2\CCCc3c2[nH]c2ccccc32)cc1 | ? | 5.9% | -22.4% |
| COc1ccc2[nH]c(=O)c(-c3nnn(-c4ccc(Cl)nc4)n3)cc2c1 | ? | . | 11.6µM* |
| CN(c1cccc(NC(=O)CN(c2ccc(Cl)c(Cl)c2)S(=O)(=O)c2ccccc2)c1)S(C)(=O)=O | 20.6µM* | 4.2% | ? |
| CCOc1ccc(/C=N/NC(=O)C2CC2)cc1OC | 4.2% | 4.2%[56.1 µM] | -7.7% |
| Cc1ccc(S(=O)(=O)Cn2nnnc2C(C(C)C)N2CCC(O)CC2)cc1 (stereo not given) | -14.1% | . | -4.9% |
| COCCNc1nc(NCc2ccccc2OC)c2cnn(C)c2n1 | ? | 3.8% | ? |
| CCOc1ccc(/C=C2\SC(=S)N(CC(=O)Nc3ccccn3)C2=O)cc1 | -0.4% | 3.5% | ? |
| O=C(CN1C(=O)C2CC=CCC2C1=O)Nc1nc(-c2ccc(F)c(F)c2)cs1 (stereo not given) | 20.6µM* | 0.7% | ? |
| O=C(O)c1cscc1-c1cccc2ccccc12 | -23.6% | . | -9.8% |
| O=[N+]([O-])c1ccccc1Oc1ccc(C(F)(F)F)cn1 | -1.6% | -5.5% | 25.6% |
| Cc1cc(C)n(-c2cccc(C(=O)NCC3Cc4cc(Cl)cc(-c5cnccn5)c4O3)c2)n1 (stereo not given) | ? | . | -3.6%[9.04 µM] |
| COc1ccc(CCC(=O)Nc2c(C)n(C)n(-c3ccccc3)c2=O)cc1 | 5.5% | -1.2% | 0.4% |
